# Assay outcomes: PubChem, Sanford-Burnham Center for Chemical Genomics
# UBC13 inh – UBC13 polyubiquitin chain formation inhibitors, primary screen, biochemical, TR-FRET, uHTS. Ubiquitin-conjugating enzyme E2 N (Homo sapiens), P61088. inhibition, % at 20 µM. 330,000 tested, 0.47% active; in the data active = inhibition above about 45%, passing the limit was not always enough
# Target sequence (P61088 whole entry, looked up): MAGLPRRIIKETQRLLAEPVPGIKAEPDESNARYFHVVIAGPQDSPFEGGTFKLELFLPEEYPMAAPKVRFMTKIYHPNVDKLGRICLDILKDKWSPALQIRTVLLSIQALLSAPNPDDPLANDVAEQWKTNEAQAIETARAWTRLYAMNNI
# CXCR6 block – CXCR6 receptor inhibitors, primary screen, cell-based, beta-arrestin, luminescence, CHO-K1 PathHunter, 1536-well. C-X-C chemokine receptor type 6 (Homo sapiens), O00574. inhibition, % at 20 µM. 360,000 tested, 0.36% active; in the data active = inhibition above about 34%, passing the limit was not always enough;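 note: antagonist mode with CXCL16 agonist at 10 nM final; 0% = 10 nM CXCL16 with DMSO and 100% = unstimulated wells without agonist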
# 697 NFkB inh – inhibitors of PMA/ionomycin-induced NF-kB reporter, 697 cells, primary screen, B-cell NF-kB inhibitor project, cell-based, luminescence, uHTS; 330,000 tested, 0.33% active; inhibition, % at 4 µM; 697 B-cell NF-kB luciferase reporter, 16 h; in the data active = inhibition above about 35%
# CCR6 antagonist – CCR6 receptor antagonists, primary screen, cell-based, CHO-K1, luminescence, beta-arrestin, uHTS; C-C chemokine receptor type 6 (Homo sapiens), P51684; CHO-K1 CCR6 PathHunter beta-arrestin, CCL20-stimulated; inhibition, % at 20 µM; 340,000 tested, 0.49% active;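 active = compounds whose inhibition of the agonist-driven luminescence signal at 20 µM reaches about 50%, limit read from the data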;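 note: cells stimulated with CCL20 at 14 nM final; plate controls were DMSO with CCL20 for no effect and DMSO without agonist for full effect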
# Target sequence (P51684 whole entry, looked up): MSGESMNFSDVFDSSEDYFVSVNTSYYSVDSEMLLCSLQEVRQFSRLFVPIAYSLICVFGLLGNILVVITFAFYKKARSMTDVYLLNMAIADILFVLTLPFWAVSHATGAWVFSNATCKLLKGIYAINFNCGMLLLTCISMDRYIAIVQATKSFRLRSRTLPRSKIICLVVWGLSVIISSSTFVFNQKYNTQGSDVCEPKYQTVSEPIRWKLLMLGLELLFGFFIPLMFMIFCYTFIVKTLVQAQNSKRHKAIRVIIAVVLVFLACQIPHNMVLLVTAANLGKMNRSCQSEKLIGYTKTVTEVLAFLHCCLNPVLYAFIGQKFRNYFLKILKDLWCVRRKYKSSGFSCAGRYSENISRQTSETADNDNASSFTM
# EBI2 antag – EBI2 receptor antagonists, beta-arrestin recruitment, primary screen, cell-based, luminescence, 7a,25-OHC stimulation, uHTS; G-protein coupled receptor 183 (Homo sapiens), P32249; 7a,25-OHC stimulated; inhibition, % at 5 µM; 360,000 tested, 0.81% active; in the data active = inhibition above about 38%;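 note: enzyme fragment complementation signal reports receptor beta-arrestin coupling in cells; 0% = agonist plus DMSO wells and 100% = wells without agonist; some results beyond the cut were filed as inactive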
# Jurkat NFkB inh – inhibitors of induced NF-kB luciferase reporter, primary screen, TCR NF-kB activation inhibitor project, cell-based, luminescence, uHTS. Jurkat, PMA/ionomycin-induced NF-kB luciferase reporter. inhibition, % at 4 µM. 330,000 tested, 0.53% active. AID 435003, 2010; in the data active = inhibition above about 50%
# Gli-Sufu block – Gli-Sufu pathway antagonists, primary screen, luciferase luminescence, Sufu-KO-LIGHT cells, uHTS; AID 588413, 2011; Sufu-KO-LIGHT fibroblasts, Gli luciferase reporter luminescence; 340,000 tested, 0.74% active; inhibition, % at 5 µM;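 active = inhibition above about 55%, limit read from the data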;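 note: 0% = DMSO-treated cells and 100% = wells with medium but no cells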
# APJ antagonist – antagonists of human apelin receptor APJ, primary screen, CHO-K1 cells, beta-arrestin complementation, luminescence; P35414; inhibition, % at 20 µM; 330,000 tested, 0.32% active;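 active = inhibition above about 40% at 20 µM, limit read from the data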;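 note: cells challenged with 10 nM apelin-13 agonist together with compound; plate controls were apelin-13 plus DMSO wells for no effect and DMSO wells lacking apelin-13 for full effect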
# Target sequence (P35414 whole entry, looked up): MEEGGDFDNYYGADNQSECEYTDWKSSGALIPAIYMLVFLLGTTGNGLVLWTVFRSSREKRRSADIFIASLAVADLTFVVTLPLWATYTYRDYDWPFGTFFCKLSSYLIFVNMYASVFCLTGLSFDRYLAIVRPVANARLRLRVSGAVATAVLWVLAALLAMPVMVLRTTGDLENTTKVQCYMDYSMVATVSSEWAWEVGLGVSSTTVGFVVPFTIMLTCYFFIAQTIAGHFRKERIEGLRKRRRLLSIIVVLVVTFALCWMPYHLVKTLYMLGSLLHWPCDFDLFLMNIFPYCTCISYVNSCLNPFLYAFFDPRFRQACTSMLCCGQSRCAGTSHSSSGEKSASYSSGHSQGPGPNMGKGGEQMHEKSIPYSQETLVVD
# The depositor's hits bear a star; . = no result given; & = joins results of further samples.
SMILES,UBC13 inh,CXCR6 block,697 NFkB inh,CCR6 antagonist,EBI2 antag,Jurkat NFkB inh,Gli-Sufu block,APJ antagonist
CCOC(=O)Cc1csc(NC(=O)c2ccc(S(=O)(=O)N3CCCC3)cc2)n1,-2.7,-6.7,-26.4,-4.0,-15.1,-14.5,39.6,27.8
CCCC1=NN(c2ccc([N+](=O)[O-])cc2)C(=O)/C1=C/N(C)C,-13.1,3.6,-8.1,2.0,-7.9,-7.9,-7.1,7.4
O=C1NC(=S)SC1=Cc1ccc2c(c1)OCO2,.,6.6,.,7.1,-0.4,.,-9.1,.
COc1cc(/C=C(\C#N)C(=O)NC2CCCCC2)ccc1OCc1ccc(C(=O)O)cc1,-7.9,1.0,14.6,17.5,13.0,9.0,22.2,2.5
O=C(CCC(=O)OCC(=O)c1cccc([N+](=O)[O-])c1)NC1CCCCC1,1.3,23.7,9.7,58.2*,4.6,-3.7,5.8,42.5*
COc1ccc(OC)c(/C=N/NC(=O)C(=O)N/N=C/c2cc(OC)ccc2OC)c1,.,3.7,.,-6.2,-5.0,.,0.5,.
N#CCCC(CCC#N)(CCC#N)c1cc[n+](CCc2ccccn2)cc1,-4.3,-0.2,5.9,1.2,-6.3,13.1,-4.8,-1.5
COC(=O)c1cnc(N2CCCN(S(=O)(=O)c3ccccc3)CC2)nc1C(F)(F)F,3.7,-3.1,-9.3,5.2,-0.9,2.2,-19.4,12.9
CCSc1c([N+](=O)[O-])c(=O)n(-c2ccccc2)c2ccccc12,4.2,15.9,1.6,25.8,-21.6,-10.6,2.4,-3.4
O=C(COc1ccc(Cl)cc1Cl)Nc1ccccc1NS(=O)(=O)c1cccs1,-10.9,-6.6,-40.9,3.1,-6.1,-28.4,-3.5,-2.9
CN(CC(=O)OCC(=O)NC(=O)c1cccn1C)S(=O)(=O)c1ccc(Cl)cc1,-6.6,-5.2,7.9,3.3,7.2,-15.0,1.2,-19.6
COc1cccc(/C=N/Nc2nnc3c(n2)[nH]c2ccccc23)c1OC,-31.8,0.0,-25.8,13.3,-3.3,-24.5,-21.7,4.0
C=CCNC(=O)CNS(=O)(=O)c1ccc(F)cc1,-6.9,-0.8,10.1,7.2,-2.9,0.9,-4.0,-7.5
Cn1c(Cc2ccccc2)nnc1SCC(=O)Nc1cccc(S(=O)(=O)NC2=NCCCCC2)c1,4.1,-6.4,4.8,4.4,5.5,11.8,6.2,-4.8
O=C(COC(=O)c1n[nH]c2ccccc12)NC(=O)NC1CCCC1,2.6,6.3,13.7,-5.9,10.9,-20.4,-1.4,-2.2
Cc1cc(N2C(=O)C(=O)/C(=C(/O)c3ccc(F)cc3)C2c2ccc(Cl)cc2)no1 (centres undefined),-14.5,1.0,-16.8,3.8,3.1,-5.6,6.4,11.4
CCCCn1c(SCC(=O)NCc2ccco2)nc2ccc(N3CCOCC3)cc2c1=O,2.2,-8.0,-30.7,-4.1,7.5,-6.0,6.9,-21.2
COc1ccc(NC(=S)NC(=O)c2cc3ccccc3o2)c(OC)c1,-7.4,1.3,0.4,21.8,11.6,-6.4,-9.1,9.1
COc1cc(CN2CCC(C(=O)N3CCC(C)CC3)CC2)cc(Br)c1O,-6.3,-0.3,-0.6,-6.0,3.4,8.4,12.9,12.6
O=C(NCC1CCCCC1)c1cccc(S(=O)(=O)N2CCCC2)c1,3.1,-3.6,3.1,4.0,-14.2,4.3,-0.2,8.4
CCn1cc(-c2cc(C(=O)O)on2)c(C)n1,-1.9,-5.1,-9.1,1.2,2.1,-3.8,-4.2,4.8
CC(C)CN1CCC(=O)N(CCSc2ccccc2)CC1,-6.9,3.1,-155.7,11.7,18.2,-114.3,-58.3,4.1
CCOC(=O)c1c(NC(=O)COC(=O)c2nc(Cl)ccc2Cl)sc(C(=O)N(C)C)c1C,30.7,-5.2,26.2,7.9,-9.9,5.2,-14.3,9.9
CC(C)(C)OC(=O)NCCCCc1cn(CC(=O)N2CCN(C(=O)OC(C)(C)C)CC2)nn1,-6.1,1.2,-0.8,-2.5,6.7,1.5,15.3,8.6
CC(C(=O)Nc1ccc2c(c1)OCCO2)N(c1ccccc1)S(C)(=O)=O (centres undefined),-1.1,-1.6,22.1,7.0,-4.0,4.4,-7.3,-0.7

# 3 entries already listed, sorted by their value in CCR6 antagonist, rising:
molecule	CCR6 antagonist
CCn1cc(-c2cc(C(=O)O)on2)c(C)n1	1.2
COc1cccc(/C=N/Nc2nnc3c(n2)[nH]c2ccccc23)c1OC	13.3
COc1cc(/C=C(\C#N)C(=O)NC2CCCCC2)ccc1OCc1ccc(C(=O)O)cc1	17.5

# Two successive records out of the list so far, quoted:
SMILES,UBC13 inh,CXCR6 block,697 NFkB inh,CCR6 antagonist,EBI2 antag,Jurkat NFkB inh,Gli-Sufu block,APJ antagonist
CC(C)(C)OC(=O)NCCCCc1cn(CC(=O)N2CCN(C(=O)OC(C)(C)C)CC2)nn1,-6.1,1.2,-0.8,-2.5,6.7,1.5,15.3,8.6
CC(C(=O)Nc1ccc2c(c1)OCCO2)N(c1ccccc1)S(C)(=O)=O (centres undefined),-1.1,-1.6,22.1,7.0,-4.0,4.4,-7.3,-0.7

# New compounds follow:
SMILES,UBC13 inh,CXCR6 block,697 NFkB inh,CCR6 antagonist,EBI2 antag,Jurkat NFkB inh,Gli-Sufu block,APJ antagonist
Cc1c(NC(=O)CN2C(=O)NC(C)(c3ccc(Cl)cc3)C2=O)c(=O)n(-c2ccccc2)n1C (centres undefined),-5.5,5.1,13.3,5.7,-13.3,-3.4,-11.8,18.2
Cc1nn(-c2ccccc2)c(Cl)c1/C=N/Nc1nnc(C)c(=O)[nH]1,-2.1,4.0,-25.2,8.0,9.0,-20.7,-42.4,10.7
CCN(CC)CCN1C(=O)c2ccccc2NC1c1ccc(Br)cc1 (centres undefined),19.9,-3.7,-9.2,5.5,-27.8,-12.1,5.5,3.8
C/C(NC(=O)c1cccc(F)c1)=C1/C(=O)C[C@@H]2[C@H]1C2(C)C,3.8,-9.6,-37.5,4.7,23.7,-28.5,-16.9,16.9
Nc1cccc2c(O)cc(S(=O)(=O)O)cc12,.,-3.6,.,-5.5,-14.8,.,8.8,.
COc1cc(OC)c(C2=NOC(C(=O)Nc3cc(C)nn3-c3ccccc3)C2)cc1Cl (centres undefined),3.1,6.8,12.3,9.1,-0.5,8.2,3.4,-16.8
O=C(NCCOCCOCCNC(=O)c1ccccc1)c1ccccc1,4.8,-5.1,7.2,-0.1,-4.5,3.5,-7.9,2.7
COCc1cc(=O)n2[nH]c(C)nc2n1,-13.6,-5.3,-16.1,-14.6,-11.8,-4.7,-6.4,-2.9
CC1CCN(CC(=O)Nc2nn(-c3ccccc3)nc2C(N)=O)CC1,7.1,-7.5,20.2,-1.4,1.4,12.2,4.7,8.7
CC1CCC/C(=N/Nc2nc3ccccc3s2)C1 (centres undefined),15.2,6.4,-61.6,4.6,-2.7,-106.3,-74.8,14.6
Cc1ccc(CN2CCN(/N=C\c3cccc([N+](=O)[O-])c3)CC2)cc1,6.0,-1.7,16.1,13.2,-9.0,0.3,11.2,-15.3
Cc1[nH]n(-c2cccc3ccccc23)c(=O)c1C=Nc1ccc2[nH]c(=O)[nH]c2c1,-18.7,2.0,-31.4,21.1,-5.3,-28.2,-0.9,-6.8
NCCCS(=O)(=O)O,0.5,-0.9&-1.7,1.6,-3.1&1.8,-7.0&1.4,-5.7,-15.8&-1.7,5.0
COCCn1c(N)c(N(Cc2ccccc2)C(=O)C2CCCC2)c(=O)[nH]c1=O,-6.8,-2.1,-3.1,8.8,-14.7,-3.4,1.7,9.7
Cc1cc(C)cc(NC2=NC3(CCCCC3)N=C(N)N2)c1,10.7,-1.0,-1.8,-8.0,-4.9,65.7*,-3.7,11.8
COC(=O)c1ccccc1NC(=O)c1ccc(-c2ccccc2F)o1,13.3,2.5,-200.7,2.4,26.0,-3.1,-62.9,24.9
Cc1ccnc(SCC(N)=O)n1,-0.6,-10.5,7.1,-19.5,9.5,-4.1,-16.7,13.1
COc1ccc2ccccc2c1CN1CCN(C(=O)c2ccccc2)CC1,7.7,-4.1,-4.1,20.2,2.7,3.9,1.4,8.5
CSc1nnc(Cn2c(=O)sc3ccccc32)n1CCc1ccccc1,5.9,5.4,6.2,11.9,0.3,3.4,-27.5,-46.4
CC(C)NC(=O)c1ccccc1NC(=O)Cc1ccc([N+](=O)[O-])cc1,-2.1,-6.7,14.9,6.9,-2.4,-4.6,5.2,-16.6
CCOC(=O)c1cn[nH]c1N,6.7,-13.0,16.5,-0.3,-2.2,7.5,-11.6,-3.4
O=C(NC(Cc1ccccc1)C(=O)O)/C(=C/c1ccc([N+](=O)[O-])cc1)NC(=O)c1ccco1 (centres undefined),-15.2,-0.3,5.1,-10.6,0.2,-18.3,-20.6,-6.1
CCC(=O)CCC(=O)c1ccc2ccccc2c1,-8.4,-1.7,-44.6,3.9,0.0,-18.3,-29.2,4.8
CN(C(=O)CCCN1C(=O)c2cccc3cccc(c23)C1=O)c1ccccc1,-22.2,2.5,3.0,5.2,11.7,14.7,-0.9,8.3
Fc1cccc(CSc2ncnc3c2ncn3C2CCCCO2)c1 (centres undefined),.,0.0,.,11.5,5.7,.,-81.4,.
O=C1CN(C(=O)c2ccc(Cl)c(S(=O)(=O)N3CCc4ccccc43)c2)c2ccccc2N1,8.1,8.5,-20.3,13.9,2.3,5.4,-1.0,-8.0
CCOC(=O)C1=C(CN2CCN(C(=O)OCC)CC2)NC(=O)NC1c1ccc2c(c1)OCO2 (centres undefined),0.7,0.7,-10.1,8.0,-11.8,7.4,5.0,-1.1

# 5 entries from above, reformatted.
canonical_smiles	UBC13 inh	CXCR6 block	697 NFkB inh	CCR6 antagonist	EBI2 antag	Jurkat NFkB inh	Gli-Sufu block	APJ antagonist
CC(C(=O)Nc1ccc2c(c1)OCCO2)N(c1ccccc1)S(C)(=O)=O (centres undefined)	-1.1	-1.6	22.1	7.0	-4.0	4.4	-7.3	-0.7
Cc1c(NC(=O)CN2C(=O)NC(C)(c3ccc(Cl)cc3)C2=O)c(=O)n(-c2ccccc2)n1C (centres undefined)	-5.5	5.1	13.3	5.7	-13.3	-3.4	-11.8	18.2
Cc1nn(-c2ccccc2)c(Cl)c1/C=N/Nc1nnc(C)c(=O)[nH]1	-2.1	4.0	-25.2	8.0	9.0	-20.7	-42.4	10.7
CCN(CC)CCN1C(=O)c2ccccc2NC1c1ccc(Br)cc1 (centres undefined)	19.9	-3.7	-9.2	5.5	-27.8	-12.1	5.5	3.8
C/C(NC(=O)c1cccc(F)c1)=C1/C(=O)C[C@@H]2[C@H]1C2(C)C	3.8	-9.6	-37.5	4.7	23.7	-28.5	-16.9	16.9
